Source: PubChem BioAssay (several laboratories)
thrombin 1536: human alpha-thrombin inhibitors, primary screen, counter-screen for coagulation protease inhibitor project, biochemical, 1536-well, fluorogenic AMC substrate | Prothrombin (Homo sapiens), P00734 | Boc-VPR-AMC fluorogenic substrate cleavage | inhibition, % at 5 µM | 0.26% of 220,000 active | AID 1046, 2008;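 active = inhibition at or above 40%; inactive = inhibition below 40%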;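 note: 0% = enzyme with no compound and 100% = wells without enzyme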
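System: Human alpha-thrombin protein | Medium: pH 7.5 Tris (50 mM) with NaCl 150 mM, Tween 20 0.05% | Times: Enzyme reaction carried out at room temperature | Detection: AMC fluorescence, 355/460 nm | Evaluation: Percent inhibition scaled between no-compound controls and no-enzyme blanks | Benchmarks: Enzyme without compound as high, wells lacking enzyme as low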
FXIIa inh: human FXIIa protease inhibitors, primary screen, biochemical, 1536-well | purified FXIIa, Boc-QGR-AMC fluorogenic substrate, 2 h | inhibition, % at 5 µM | 0.3% of 220,000 active | AID 800, 2007; in the data active = inhibition above about 40%;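 note: 0% = enzyme with no compound and 100% = blank without enzyme; many of its hits are not listed in these tables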
FXIa inh: human FXIa protease inhibitors, primary screen, biochemical, 1536-well. inhibition, % at 5 µM. Coagulation factor XI (Homo sapiens), P03951. AID 798, 2007. purified FXIa, Boc-Glu-Ala-Arg-AMC fluorogenic substrate. 0.14% of 220,000 active;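 active = inhibition of at least 40%; inactive = inhibition below 40%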;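 note: fluorescence of freed AMC excited at 355 nm; 0% = enzyme without compound and 100% = no enzyme blank; many of its hits are not listed in these tables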
Runt-CBFb FRET: inhibitors of RUNX1 Runt–CBFb binding, primary screen, biochemical, FRET, Cerulean-Runt, Venus-CBFb, uHTS | Runt-related transcription factor 1 (Homo sapiens) + Core-binding factor subunit beta … | Cerulean-Runt/Venus-CBFb FRET ratio 530/480, 1 h | inhibition, % at 20 µM | 0.46% of 220,000 active;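 active = inhibition over about 50% at 20 µM in the single-dose screen, limit read from the data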;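 note: 0% = DMSO wells and 100% = excess unlabeled CBFb competitor control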
Target sequence (Q01196 whole entry, looked up): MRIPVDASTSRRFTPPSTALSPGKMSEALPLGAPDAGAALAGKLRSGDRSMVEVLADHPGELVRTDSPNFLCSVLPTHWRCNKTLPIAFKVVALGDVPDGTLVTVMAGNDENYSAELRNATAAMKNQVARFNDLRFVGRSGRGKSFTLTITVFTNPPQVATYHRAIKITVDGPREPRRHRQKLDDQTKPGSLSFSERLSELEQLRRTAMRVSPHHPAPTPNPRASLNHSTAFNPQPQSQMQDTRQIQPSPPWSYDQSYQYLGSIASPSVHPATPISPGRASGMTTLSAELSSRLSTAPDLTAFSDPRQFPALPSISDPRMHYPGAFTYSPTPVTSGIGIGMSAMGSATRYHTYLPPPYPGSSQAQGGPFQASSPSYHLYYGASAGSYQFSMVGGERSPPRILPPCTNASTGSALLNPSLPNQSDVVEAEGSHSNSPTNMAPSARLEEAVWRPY
Target sequence (Q13951 whole entry, looked up): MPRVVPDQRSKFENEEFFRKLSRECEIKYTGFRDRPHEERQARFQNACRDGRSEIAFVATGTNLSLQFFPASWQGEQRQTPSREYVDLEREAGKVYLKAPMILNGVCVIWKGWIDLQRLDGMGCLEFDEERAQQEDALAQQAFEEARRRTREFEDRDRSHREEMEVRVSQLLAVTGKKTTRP
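Doses: 20 µM compound in 1% DMSO | Material: Cerulean-labeled Runt domain protein | Amount: Each fluorescent fusion protein 100 nM | Schedule: Two 1 h room-temperature incubations shielded from light | Measured by: FRET fluorescence | Evaluation: Loss of energy transfer signal | Controls: Unlabeled CBFb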
Wee1 degr inh: Wee1 degradation inhibitors, primary screen, cell-based, HeLa, Wee1K328M-luciferase, luminescence. Wee1-like protein kinase (Homo sapiens), P30291. HeLa Luc-Wee1K328M stability; 100% = proteasome inhibitor MG132 effect. reporter increase, % at 5 µM. 1.2% of 220,000 active;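 active = activation above the mean of all tested compounds plus 3 SD, set per screening run, cut at about 8.8% in these data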;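 note: cells exposed to compound for 20 h before luminescence read; 0% = DMSO alone and 100% = MG132 at 30 µM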
14-3-3 Bad inh: inhibitors of 14-3-3 zeta/Bad binding, primary screen, biochemical, TR-FRET, bovine 14-3-3 zeta | 14-3-3 protein zeta/delta (Bos taurus), P63103 | TR-FRET 14-3-3zeta/Dy647-pBad peptide displacement, 1 h | inhibition, % at 21.7 µM | 0.71% of 220,000 active | AID 781, 2007;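 active = inhibition above about 70%, limit read from the data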;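 note: 0% = full 14-3-3 plus peptide FRET controls and 100% = background without 14-3-3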
KLK5 inh: human KLK5 protease inhibitors, primary screen, biochemical, 1536-well; Kallikrein-5 (Homo sapiens), Q9Y337; recombinant hK5, fluorogenic AMC substrate cleavage; inhibition, % at 5 µM; 0.59% of 210,000 active; AID 873, 2007;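 active = inhibition of 40% or more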;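 note: 0% = enzyme controls without compound and 100% = no-enzyme blanks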
Target sequence (Q9Y337 67-293 limits assumed): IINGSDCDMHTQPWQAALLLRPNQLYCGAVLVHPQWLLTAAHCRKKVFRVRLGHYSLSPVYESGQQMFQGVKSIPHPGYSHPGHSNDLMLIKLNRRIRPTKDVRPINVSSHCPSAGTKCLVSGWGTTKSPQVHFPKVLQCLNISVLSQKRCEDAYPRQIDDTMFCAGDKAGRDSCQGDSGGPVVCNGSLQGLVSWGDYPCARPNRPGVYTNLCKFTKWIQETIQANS
Hck-Nef inh: inhibitors of Nef-activated human Hck kinase, primary screen, biochemical, Z-Lyte FRET, 384-well, Hck-YEEI | 0.68% of 220,000 active | Recombinant Hck-YEEI plus Nef, Z-Lyte FRET kinase assay | inhibition, % at 20 µM;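 active = Hck-Nef kinase inhibition above about 50%, limit read from the data; inactive = inhibition below that limit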;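 note: 0% = DMSO with Hck plus Nef and 100% = Hck alone without Nef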
Runt-SMMHC FRET: inhibitors of RUNX1 Runt–CBFb-SMMHC binding, primary screen, biochemical, FRET, Cerulean-Runt, Venus-CBFb-SMMHC, uHTS; Runt-related transcription factor 1 (Homo sapiens) + Core-binding factor subunit beta …; Cerulean-Runt/Venus-CBFb-SMMHC FRET ratio 530/480, 1 h; inhibition, % at 20 µM; 0.74% of 220,000 active; AID 1434, 2008;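 active = mean inhibition across duplicate retests at 20 µM reaching about 50%, limit read from the data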;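 note: 0% = DMSO wells and 100% = wells with excess untagged CBFb-SMMHC; inhibitors lower the FRET ratio by blocking Runt binding to CBFb-SMMHC; some results filed as inactive read as strong as hits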
* = called active by the depositor; · = no result given; [ ] = another dose, or the depositor's remark.

SMILES	thrombin 1536	FXIIa inh	FXIa inh	Runt-CBFb FRET	Wee1 degr inh	14-3-3 Bad inh	KLK5 inh	Hck-Nef inh	Runt-SMMHC FRET
COC(=O)Cn1c(=O)c(=O)n(CC(=O)OC)c2ccccc21	-10.9	8.2	-4.2	-0.8	-2.2	-1.1	3.1	20.1	3.3
Cc1cccc(-c2nc3cc(NC(=O)C4CCCO4)ccc3o2)c1 (stereo not drawn)	0.0	6.7	2.2	-3.5	-2.4	-1.8	-5.7	2.0	-1.8
Cc1cc(C(=O)COC(=O)c2ccc(Br)o2)c(C)n1Cc1ccco1	12.2	23.8	29.5	0.6	1.8	0.1	23.6	-28.0	-2.3
Cn1nc(C(=O)Nc2ccc(S(=O)(=O)N3CCCC3)cc2)ccc1=O	-3.9	-0.7	-18.9	0.0	0.5	1.5	-20.7	0.3	2.3
O=C(Nc1ccccc1)N(CCN1CCOCC1)Cc1ccccc1F	-7.9	2.4	-10.8	-1.2	0.2	-6.0	-10.1	-2.8	1.0
COC(=O)c1ccc(COc2cc([N+](=O)[O-])cc3cccnc23)cc1	-3.4	-1.2	-6.5	-0.8	1.0	24.9	-7.5	15.7	-7.2
Cc1ccc(CNc2ccc3c(c2)OCO3)c(C)c1	-1.0	10.3	-0.9	-2.8	-1.4	40.1	0.8	5.4	-9.8
COc1ccccc1C1=NOC(COC(=O)c2ccc(Br)cc2)C1 (stereo not drawn)	-0.6	3.7	-2.5	-1.0	0.8	-2.4	1.1	-4.7	3.2
O=C(O)CCCCOn1ccnc1	-5.0	4.5	-2.0	1.1	1.7	-17.6	-1.4	22.1	-0.5
O=[N+]([O-])c1ccc(N2CCSCC2)cc1	-4.0	8.3	0.7	-4.0	5.7	-11.3	-1.6	16.8	-6.3
COc1cccc(NC(=O)CN(C)CC(=O)Nc2ccc(Br)cc2)c1	-23.5	10.7	14.3	-1.2	0.6	-2.2	-2.4	19.8	-0.6
CCS(=O)(=O)N1CCCC(C(=O)NCC2CCCO2)C1 (stereo not drawn)	-1.0	11.4	-20.4	1.2	-2.3	8.5	8.4	0.5	-1.2
O=C(c1ccccc1S(=O)(=O)NCC(O)COc1ccc([N+](=O)[O-])cc1)N1CCCCC1 (stereo not drawn)	2.5	6.9	0.3	·	3.7	-4.2	-2.1	1.4	3.6
CC(C)CC(=O)NCCCCc1ccccc1	-12.0	2.1	-12.6	-2.3	0.2	-9.0	-9.0	1.9	1.4
COc1cc(/C(C)=N/NC(=S)NC(C)C)cc(OC)c1OC	-2.4	9.6	5.8	1.2	4.3	-0.9	-4.6	1.0	0.1
CC1CN(Cc2cc(=O)n3ccsc3n2)CC(C)O1 (stereo not drawn)	0.3	2.5	4.2	-0.7	6.9	5.1	1.8	-0.2	-9.7
Cc1c(N2C(=O)/C(=C\c3ccccc3O)SC2=S)c(=O)n(-c2ccccc2)n1C	-1.5	4.1	-3.3	32.4	-3.1	-1.3	3.9	-37.2	26.4
CCC(=O)NCc1ccc2[nH]c(C)cc2c1	·	6.4	1.1	-1.8	-2.9	-9.4	-3.4	24.7	-22.7
CCn1c(SCC(=O)Nc2ccc(N3CCOCC3)cc2)nnc1-c1ccc(OC)cc1	7.9	17.0	5.9	1.4	-2.7	-16.6[fluorescence artefact?]	3.8	1.5	-0.1
NCCOc1ccc(C23CC4CC(CC(C4)C2)C3)cc1	-8.2	1.0	-3.7	0.1	0.9	5.1	-4.1	-0.2	-1.0
COc1cccc(N2CCN(C(=O)/C=C/c3ccco3)CC2)c1	-11.4	3.4	-0.6	8.2	-3.0	2.8	0.7	-18.0	11.9
O=S(=O)(c1ccccc1)N1CCN(S(=O)(=O)c2ccccc2)C1	1.0	4.3	4.2	-3.3	-1.9	-7.1	-22.6	-0.8	-10.4
CCOC(=O)c1csc(NC(=O)COc2ccc(Cl)cc2Cl)n1	3.0	15.7	5.8	-1.8	3.0	-8.0	-7.0	3.9	-0.4
O=C(c1ccc(Cl)cc1)c1cnc(Nc2ccccc2Cl)s1	-2.3	7.7	0.4	1.2	2.1	-1.7	-20.2	-0.3	3.9
O=C(Nc1nc2c(s1)CCCC2)c1cccnc1	-8.9	-4.8	-10.5	0.0	7.3	-3.6	-0.7	-4.9	0.1
O=C(NCc1ccccc1)c1ccc(S(=O)(=O)N2CCCc3ccccc32)cc1	-4.5	0.9	-8.3	-2.6	3.0	1.5	16.8	-0.4	0.9
COCCCNC(=S)Nc1ccc(C)cc1[N+](=O)[O-]	-3.9	3.7	-4.0	1.7	-4.4	-11.2	-6.2	7.9	-2.7
Cc1ccc(-c2nn(Cc3ccccc3)cc2/C=C/C(=O)O)cc1	-1.7	6.6	-6.2	-1.7	1.5	1.5[fluorescence artefact?]	-7.7	-1.4	-6.1
O=C(c1cc(-c2ccccc2)n[nH]1)N1CCc2c([nH]c3ccccc23)C1c1ccccn1 (stereo not drawn)	-3.8	9.7	-0.6	-2.1	-2.4	-10.8	1.6	20.0	-1.1
CCOc1ccccc1CN1CCN(C2CCSCC2)CC1CCO (stereo not drawn)	-12.8	4.0	-3.8	-0.3	-1.7	-8.2	-6.1	-0.5	3.0
CCOC(=O)C(CCCCCOc1ccccc1[N+](=O)[O-])C(=O)OCC	-8.2	5.1	-4.0	-4.2	0.0	-9.0[fluorescence artefact?]	-4.2	2.3	-1.2
Cc1ccccc1-c1nnnn1C1CCS(=O)(=O)C1 (stereo not drawn)	5.7	3.4	-5.0	1.0	3.6	-14.9	-6.7	-64.5	-0.6
O=[N+]([O-])c1ccc2sc(SCc3nc4ccccn4c3Br)nc2c1	-4.7	-3.9	-0.7	2.9	-3.8	30.9	-8.0	9.1	-4.5
O=C(NC(=O)c1ccccc1F)OCc1ccc(Cl)cc1Cl	0.0	13.9	4.3	-0.1	1.0	2.4	1.6	14.3	0.9
Cc1ccccc1C(=O)c1cccn1CC(=O)NCCC1=CCCCC1	-2.1	-1.2	-2.3	-1.2	2.4	-8.9	-5.1	-27.2	-5.0
CCOc1ccccc1-n1nnnc1SCC(=O)O	0.3	8.1	0.1	1.8	-4.1	1.8	1.7	29.6	0.6
Cc1ccc2nc(-c3ccc(NC(=O)CN4CCN(C(=O)c5ccco5)CC4)cc3)sc2c1	-1.0	11.6	4.8	-1.9	10.9*	5.6	-5.0	4.9	-4.5
O=C(CSc1ncccn1)n1c2c(c3ccccc31)CCCC2	17.1	24.2	1.2	-4.8	-3.5	0.2	77.0*	1.0	-6.9
CCOC(=O)C1(CCOc2ccccc2)CCN(Cc2ccc(-n3cccn3)cc2)CC1	-10.2	11.9	-1.9	0.4	-4.5	-7.2	-0.7	19.8	0.4
CCOC(=O)C1(Cc2ccccc2C(F)(F)F)CCN(C(C)CSC)CC1 (stereo not drawn)	-5.5	6.2	-2.0	-2.8	-0.6	1.0	3.6	-4.1	-1.3
O=C(O)C1CCN(c2ncccn2)CC1	-5.4	-5.3	-19.1	-2.6	-2.8	-3.1[fluorescence artefact?]	4.6	0.4	-1.8
CSc1nnc(C)c(=O)[nH]1	3.4	16.9	2.3	2.8	-0.1	-1.8	-0.4	-0.7	-6.6
CN(CCCC1CCCC1)C(=O)CCc1nnc(-c2ccccc2)o1	2.0	9.8	0.7	-0.2	0.6	-5.1	3.8	17.3	-4.3
COc1ccc(OCC(=O)NC(=S)NNC(=O)COc2ccc(Br)cc2Cl)cc1	0.7	-0.7	-4.8	18.1	5.7	-19.7	-27.5	34.0	9.5
Cc1cccc(OCC(=O)O/N=C(\N)c2ccc(Cl)cc2)c1	-0.8	10.5	4.1	·	-0.1	2.5	3.5	4.0	8.6
CN1/C(=C\C(=O)COC(=O)c2ccc(O)c(O)c2)C(C)(C)c2ccccc21	·	9.1	11.0	7.7	-0.8	-5.2	2.5	24.7	-0.1
CCOCCCNC(=O)CC1Oc2ccc(C)cc2NC1=O (stereo not drawn)	0.2	4.8	-6.4	1.6	5.7	0.2[fluorescence artefact?]	-10.1	0.9	-3.4
Cc1ccnc(NC(=O)CCCOc2cc(=O)n(C)c3ccccc23)c1	2.7	19.9	3.3	-1.2	13.9*	-8.3	-8.5	0.5	1.2
Cc1n[nH]c(C)c1S(=O)(=O)Nc1ccc2c(c1)OCCO2	2.6	15.3	4.5	0.8	-4.4	8.5	-26.4	2.1	-3.6
CCOC(=O)c1c(C)[nH]c(C(=O)COC(=O)COc2ccc(OC)cc2)c1C	-8.1	6.5	2.8	0.9	-2.7	-0.9[fluorescence artefact?]	-11.1	2.3	-2.7
C[N+]1(CCCOC(=O)C2(c3ccccc3)CCCC2)CCOCC1	-0.9	2.8	-4.8	-7.8	0.7	26.7[fluorescence artefact?]	-5.4	-10.7	10.7
O=C(Cn1c(=O)n(CCCC(=O)NC2CCCC2)c(=O)c2ccccc21)NCCC1=CCCCC1	-7.1	-10.8	-9.8	-2.3	-1.4	-0.9	-1.3	0.5	1.7
Oc1cc(-n2cccn2)c(O)cc1-n1cccn1	-9.9	1.7	-4.8	52.6*	-4.2	3.2	-5.6	-148.3	100.0*
CC(=O)Nc1cccc(-c2csc(Nc3cc(C)ccn3)n2)c1	4.4	10.2	2.9	-0.1	2.2	·	0.1	2.2	-11.5
CCO[C@H]1OC(C(=O)N2CCCCCCC2)=C[C@@H](c2ccccc2)[C@@H]1CCCO	-3.9	10.2	-0.2	-2.1	-0.2	1.8	1.7	13.8	1.4
CCCSc1nnc(NC(=O)c2nc(SC)ncc2Cl)s1	5.1	8.7	1.8	-0.6	-0.2	13.3	0.5	-1.1	-1.1
COc1cccc(-n2nnc3c(=O)n(Cc4ccc(Br)cc4)cnc32)c1	1.3	14.6	5.6	-0.2	-3.8	8.7[fluorescence artefact?]	-7.1	7.3	-1.3
O=C(c1ccc2c(c1)OCO2)C1CCCN(C(=O)NCc2ccccc2)C1 (stereo not drawn)	-13.1	5.7	-3.3	1.7	-1.9	-10.9	1.0	23.4	-1.4
COCCSc1ccccc1C(=O)Nc1ccc(Br)cc1	1.5	3.1	-2.7	-1.2	0.7	-18.8	-6.3	27.6	-2.8
